# Assay outcomes (PubChem BioAssay)
# RBBP9 inh: human RBBP9 inhibitors, primary screen, biochemical, fluorescence polarization, FP-Rh probe, HTS. 220,000 tested, 0.2% active. inhibition, % at 7.94 µM. recombinant RBBP9;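 active = inhibition above the campaign mean of all tested compounds plus 3 SD, cut at about 14% in these data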;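 also: plate controls were DMSO wells with RBBP9 for no effect and wells lacking RBBP9 protein for full effect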
# Target sequence (O75884 whole entry, looked up): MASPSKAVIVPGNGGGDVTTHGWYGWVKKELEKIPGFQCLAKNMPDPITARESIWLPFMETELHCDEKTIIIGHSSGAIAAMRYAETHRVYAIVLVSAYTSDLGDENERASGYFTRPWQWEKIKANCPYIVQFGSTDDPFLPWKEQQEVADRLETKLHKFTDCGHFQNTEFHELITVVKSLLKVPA
#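 System: RBBP9 protein / Quantity: 2.5 µM RBBP9 dispensing solution, before mixing / Also added: Serine-hydrolase probe FP-Rh, 375 nM pre-mixing / Dosing: 7.94 µM single dose, 0.794% DMSO / Timing: enzyme-compound preincubation 30 min, then probe labeling 45 min, 25 °C / Signal: FP readout at 525/598 nm / Controls: DMSO-treated enzyme wells and wells lacking RBBP9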
# Runt-CBFb FRET: inhibitors of RUNX1 Runt–CBFb binding, primary screen, biochemical, FRET, Cerulean-Runt, Venus-CBFb, uHTS; AID 1496, 2009; Cerulean-Runt/Venus-CBFb FRET ratio 530/480, 1 h; 220,000 tested, 0.46% active; inhibition, % at 20 µM;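 active = inhibition over about 50% at 20 µM in the single-dose screen, limit read from the data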;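 also: 0% = DMSO wells and 100% = excess unlabeled CBFb competitor control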
# Target sequence (Q01196 whole entry, looked up): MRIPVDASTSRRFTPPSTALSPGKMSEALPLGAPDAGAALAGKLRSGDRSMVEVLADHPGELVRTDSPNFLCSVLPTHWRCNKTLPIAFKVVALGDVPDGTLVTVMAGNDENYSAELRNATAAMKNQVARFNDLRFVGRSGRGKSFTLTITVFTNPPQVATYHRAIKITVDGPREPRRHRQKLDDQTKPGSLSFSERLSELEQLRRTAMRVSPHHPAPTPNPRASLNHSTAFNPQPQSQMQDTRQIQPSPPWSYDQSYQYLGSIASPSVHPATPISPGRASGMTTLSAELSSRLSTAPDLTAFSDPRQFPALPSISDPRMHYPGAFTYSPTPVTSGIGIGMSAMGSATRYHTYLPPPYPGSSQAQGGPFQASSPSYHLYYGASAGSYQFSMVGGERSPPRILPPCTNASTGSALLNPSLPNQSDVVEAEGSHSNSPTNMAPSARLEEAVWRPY
# Target sequence (Q13951 whole entry, looked up): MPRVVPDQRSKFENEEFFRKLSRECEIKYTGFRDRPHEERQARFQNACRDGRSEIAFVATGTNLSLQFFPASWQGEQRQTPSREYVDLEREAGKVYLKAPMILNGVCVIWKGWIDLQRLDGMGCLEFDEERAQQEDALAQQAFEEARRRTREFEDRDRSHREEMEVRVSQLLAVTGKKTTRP
#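 Assay system: Cerulean-tagged RUNX1 Runt domain (FRET donor) fusion protein / Amount: 100 nM each of Venus-CBFb and Cerulean-Runt domain / Medium: Tris buffer pH 7.5 with salts and BSA / Also added: Venus-CBFb 100 nM / Schedule: 1 h complex formation plus 1 h compound treatment, room temperature / Signal: FRET fluorescence / Read-out: loss of energy transfer signal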
# EBV gp42 block: Epstein-Barr virus gp42 inhibitors, primary screen, biochemical, uHTS, fluorescence polarization; Glycoprotein 42 (Epstein-Barr virus (strain AG876)), Q1HVG2; Fluorescence polarization binding assay, mP read-out; inhibition, % (tested at 21.74 µM); 220,000 tested, 0.42% active; in the data active = inhibition above about 50%
# Target sequence (Q1HVG2 whole entry, looked up): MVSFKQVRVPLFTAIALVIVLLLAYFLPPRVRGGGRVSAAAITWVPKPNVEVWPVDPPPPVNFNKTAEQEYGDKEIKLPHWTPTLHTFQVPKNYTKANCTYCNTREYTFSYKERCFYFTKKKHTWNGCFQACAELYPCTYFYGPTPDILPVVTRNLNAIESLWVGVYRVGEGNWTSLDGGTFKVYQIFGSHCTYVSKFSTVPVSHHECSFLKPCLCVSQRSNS
# m-calpain inh: inhibitors of pig calpain II, primary screen, biochemical, fluorogenic peptide substrate, 1536-well; AID 1236, 2008; purified calpain II, 30 min; inhibition, % at 16 µM; 220,000 tested, 0.37% active;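 active = inhibition above about 50%, limit read from the data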
# p47phox inh: p47phox/p22phox peptide binding inhibitors, primary screen, biochemical, uHTS, NADPH oxidase regulatory subunit. Neutrophil cytosol factor 1 (Homo sapiens), P14598. fluorescence polarization, 2 h. inhibition, % at 24.7 µM. 220,000 tested, 0.53% active. AID 1274, 2008;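 active = inhibition above about 30%, limit read from the data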;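 also: 0% = p47phox with labelled peptide and 100% = labelled peptide alone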
# Runt-SMMHC FRET: inhibitors of RUNX1 Runt–CBFb-SMMHC binding, primary screen, biochemical, FRET, Cerulean-Runt, Venus-CBFb-SMMHC, uHTS; AID 1434, 2008; 220,000 tested, 0.74% active; Runt-related transcription factor 1 (Homo sapiens) + Core-binding factor subunit beta …; inhibition, % at 20 µM; Cerulean-Runt/Venus-CBFb-SMMHC FRET ratio 530/480, 1 h;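 active = mean inhibition across duplicate retests at 20 µM reaching about 50%, limit read from the data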;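 also: 0% = DMSO wells and 100% = wells with excess untagged CBFb-SMMHC; inhibitors lower the FRET ratio by blocking Runt binding to CBFb-SMMHC; some results filed as inactive read as strong as hits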
# Furin inhibitor: human furin inhibitors, primary screen, biochemical, fluorescence intensity; P09958; purified furin, fluorogenic substrate cleavage; inhibition, % at 30 µM; 220,000 tested, 0.061% active; in the data active = inhibition above about 25%; also: inactives centre near -15
# p97 inhibitor: inhibitors of human p97 ATPase, primary screen, biochemical; recombinant p97 ATPase, Kinase-Glo ATP luminescence, 3 h; inhibition, % at 8 µM; 220,000 tested, 0.42% active; in the data active = inhibition above about 15%;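 also: 0% = DMSO vehicle and 100% = wells lacking enzyme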
# TbHK1 inh: Trypanosoma brucei hexokinase 1 inhibitors, primary screen, biochemical, G6PDH-coupled NADH absorbance, MLSCN library. inhibition, % at 10 µM. recombinant TbHK1, G6PDH-coupled NADH A340. 220,000 tested, 0.11% active. hexokinase 1 [Trypanosoma brucei];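 active = inhibition of 50% or more in the single-dose primary screen; inactive = inhibition below 50%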
# * marks the source's active call; other numbers are inactive results; i = inactive; / = no result given; [ ] = dose if it differs, or a comment.
SMILES,RBBP9 inh,Runt-CBFb FRET,EBV gp42 block,m-calpain inh,p47phox inh,Runt-SMMHC FRET,Furin inhibitor,p97 inhibitor,TbHK1 inh
COc1cccc(/C=C(/C(=O)OCC(=O)NC2CCCCCCC2)c2ccccc2)c1,-10,0,-11,22,-13,-5,-5,-4,14
CN(CC(=O)NCc1ccncc1)S(=O)(=O)c1ccc(F)cc1,-6,0,-2,3,15,-2,-19[20 µM],0,-7
COC(=O)NNC(=S)NCc1ccc(C)cc1,-9,0,0,-24,-4,5,-8,-4,-5
CCOc1ccc(Cl)cc1S(=O)(=O)N1CCCC1,4,0,-12,-7,-7,-1,-18[20 µM],0,-2
COc1ccc(-c2cc(-c3ccccc3)c(C#N)c(SCC(=O)Nc3ncc(C)s3)n2)cc1,-2,-6,-17,-159,-47,-3,-25,3,-17
CCCC(=O)Nc1cccc(-c2cn3cccnc3n2)c1,-2,0,3,i,1,3,-15,3,-16
O=P(O)(O)c1ccccc1OCc1ccccc1,-5,0,0,0,-12,0,-19,-1,1
CCCC(=O)Nc1ccc(-c2cnc(-c3ccc(NC(=O)CCC)cc3)nc2)cc1,-6,0,-40,-7,-17,-1,-16,3,3
Cc1ccc(S(=O)(=O)N2CCCCC2c2cccnc2)c(C)c1C (stereo not given),-3,-2,-12,24,-6,3,-25,-3,-7
CC(=NCCCn1ccnc1)C1=C(O)c2ccccc2C1=O,-1,-3,-19,-7,-4,-11,-12,3,-19
O=C(NCc1ccco1)c1ccccc1-c1ccc(C(F)(F)F)cc1,-11,-3,-5,-15,-13,2,-15[20 µM],-9,4
CC1CC(C)CN(CCCNC(=O)C2CCC(=O)N2C2CCCC2)C1 (stereo not given),-9,-2,-4,2,0,-6,-26,-2,-4
CC(C)CC(=O)N1CCN(c2ccc([N+](=O)[O-])cc2Cl)CC1,3,2,2,10,8,3,1,-1,-10
Cc1cc(C)c2c(-n3cccc3)n[nH]c2n1,-3,0,-31,-4,-6,1,-12[20 µM],0,0
Cc1ccc(NC(=O)CSc2nnc(CN3CCOCC3)n2-c2ccccc2)cc1,-13,-3,-13,-13,-16,2,-6[20 µM],-9,-1
CC(C)CC(=O)Nc1cccc(C(C)O)c1 (stereo not given),-1,2,-6,30,-5,3,-4,0,2
CCOC(=O)c1sc(NC(=O)c2cc(S(=O)(=O)N3CCOCC3)ccc2C)nc1C,5,-11,-11,-24,-7,1,-13[20 µM],-2,-38
CC(C)Cc1cc(C(=O)N2CCN(C(c3ccccc3)c3ccccc3)CC2)no1,-8,-4,-1,-5,-17,4,7,-24,-5
COc1ccc(CC(=O)OCC(=O)Nc2ccc(Br)cc2)cc1,-5,0,-11,-11,-9,-3,-33,1,5
COc1cccc(-c2nc(-c3ccccc3)[nH]c(=O)c2C#N)c1,0,/,9,5,-9,-2,-9[20 µM],2,-7
CCCc1nc2sc3c(=O)n(N)cnc3c2c2c1COC(C)(C)C2,-3,-5,-12,-6,4,-1,-8,4,-9
Cc1ccccc1-c1nc(SCc2cccnc2)c2c(=O)n(C)c(=O)n(C)c2n1,4,-1,-10,-4,9,-2,-9,6,-17
O=c1c(-c2ccc(O)cc2O)coc2cc(O)cc(O)c12,3,3,-11,15,-11,-3,-27,5,-13
COc1ccc(-n2cnnc2SCC(=O)Nc2cc(C(C)(C)C)nn2-c2ccccc2)cc1,-11,0,-16,22,-2,-1,-6[20 µM],-3,-2
CCOc1ccc2[nH]cc(S(=O)(=O)c3ccc(Cl)cc3)c(=O)c2c1,-6,0,-10,2,-6,1,-26,2,2
Nc1nc(NC(=O)c2cccc(S(=O)(=O)N3CCCCCC3)c2)nc(-c2ccccc2)n1,-6,-2,-6,24,-29,-2,-12,1,9
CC(=O)N1c2ccccc2NC2=C(C(=O)CC(C)(C)C2)C1c1cccn1C (stereo not given),4,0,9,-17,6,2,-5,4,-33
COc1cccc(N/N=C(\C#N)S(=O)(=O)C(C)(C)C)c1,-7,-1,-12,-23,0,-4,-20,2,-23
COc1cc(OC)c(-c2nn3c(-c4ccco4)nnc3s2)cc1OC,-3,5,-3,-328,-14,2,1,-6,-43
Clc1ccc(OCc2nnc(SCc3nc4ccccc4[nH]3)n2Cc2ccco2)cc1,-3,12,-8,-61,-22,6,-12,2,1

# Entries of single compounds as entered above:
# Shown for COC(=O)NNC(=S)NCc1ccc(C)cc1 → RBBP9 inh = -9; Runt-CBFb FRET = 0; EBV gp42 block = 0; m-calpain inh = -24; p47phox inh = -4; Runt-SMMHC FRET = 5; Furin inhibitor = -8; p97 inhibitor = -4; TbHK1 inh = -5
# Shown for Cc1ccc(NC(=O)CSc2nnc(CN3CCOCC3)n2-c2ccccc2)cc1 → RBBP9 inh = -13; Runt-CBFb FRET = -3; EBV gp42 block = -13; m-calpain inh = -13; p47phox inh = -16; Runt-SMMHC FRET = 2; Furin inhibitor = -6[20 µM]; p97 inhibitor = -9; TbHK1 inh = -1

# Continuation.
SMILES,RBBP9 inh,Runt-CBFb FRET,EBV gp42 block,m-calpain inh,p47phox inh,Runt-SMMHC FRET,Furin inhibitor,p97 inhibitor,TbHK1 inh
Nc1o[nH]c(=O)c1Cc1ccccc1,3,3,-12,-21,-8,-4,-19,6,-9
CC1CN(C(=O)C(C)Sc2nc3ccccc3s2)CC(C)O1 (stereo not given),-3,1,-5,-32,-7,-2,-19,2,-1
CCN(c1ccccc1)S(=O)(=O)c1ccc(Cl)c(C(=O)OCC(=O)NC(=O)C(C)C)c1,-6,0,2,28,-15,0,-3,-3,0
COc1cc(C(=O)Nc2ccc(N3CCOCC3)cc2)ccc1OCc1c(C)noc1C,-4,1,-14,-3,-4,3,-11,-3,-5
COc1cccc(C(=O)Nc2cccc(C(=O)NCC(C)C)c2)c1,-1,0,3,23,-3,0,-4,0,38
CCOc1cc(C2NC(=S)NC(C)=C2C(=O)Nc2ccc(OC)cc2)ccc1O (stereo not given),-2,1,-3,1,-1,-3,-21,2,-10
COc1ccccc1-c1c(C(F)(F)F)oc2cc(OC(=O)c3ccccc3[N+](=O)[O-])ccc2c1=O,1,-5,-1,-27,-7,2,-23,2,-12
O=C1CC(NCc2ccc3c(c2)OCO3)C(=O)N1Cc1ccc2c(c1)OCO2 (stereo not given),-7,2,2,14,4,4,-22,-1,3
NC(=O)CSc1nnc(-c2ccc3c(c2)OCO3)o1,2,1,-10,3,-2,-4,-29,4,3
COc1ccc(C(=O)Nc2ccc(S(=O)(=O)NCc3ccco3)cc2)cc1OC,-5,-1,-11,-52,-26,-3,-16,1,-6
Cc1onc(-c2ccccc2Cl)c1C(=O)NC(=S)Nc1ccc(C(C)(C)C)cc1,-9,3,-11,8,-10,2,-20,2,-11
Cn1c(SCC(=O)Nc2ncc(C(F)(F)F)cc2Cl)nnc1-c1ccc(Cl)cc1,-8,-2,8,19,-2,4,-7,-3,-2
O=c1[nH]c(=O)n(Cc2ccco2)c2c1C(C(F)(F)F)(C(F)(F)F)N=C(c1ccco1)N2,-8,0,1,12,-5,9,-11,-6,-5
C=CCN1C=CC(=CC=C(C#N)C#N)C=C1,5,-26,-260,24,-2,-50,22,-2,1
CC(=O)NC1(c2cccc(F)c2)CCN(CC(=O)NC2CCCCC2)CC1,-6,-1,-19,-12,3,-3,-27,0,6

# Single entries from the results shown.
# COc1ccccc1-c1c(C(F)(F)F)oc2cc(OC(=O)c3ccccc3[N+](=O)[O-])ccc2c1=O in RBBP9 inh reads 1
# CCN(c1ccccc1)S(=O)(=O)c1ccc(Cl)c(C(=O)OCC(=O)NC(=O)C(C)C)c1 in Runt-CBFb FRET reads 0

# Next structures.
SMILES,RBBP9 inh,Runt-CBFb FRET,EBV gp42 block,m-calpain inh,p47phox inh,Runt-SMMHC FRET,Furin inhibitor,p97 inhibitor,TbHK1 inh
CCN(CCNCC(O)COCc1ccc(Cl)cc1)c1cccc(C)c1 (stereo not given),-2,-3,-1,7,-9,-5,-25,1,3
O=C(c1cc2ccccc2oc1=O)N(Cc1ccccc1)C1CCS(=O)(=O)C1 (stereo not given),6,/,-7,7,-10,-2,-5[20 µM],3,-9
C=CCn1c(SCC(=O)Nc2nc(C)cs2)nnc1C(NC(=O)c1ccccc1)C(C)C (stereo not given),-6,-3,3,22,6,4,-14[20 µM],0,1
CC1=C(C(=O)OC(C)C)C(c2cccc([N+](=O)[O-])c2)n2c(cc(=O)[nH]c2=S)N1 (stereo not given),-8,7,2,21,-4,19,-2,-1,-8
Cc1ccc(CNC(=O)CCn2c(=O)oc3ccccc32)cc1,-6,0,-13,-4,-10,0,-16,4,-10
CCN(Cc1ccccc1)C(c1cc2ccc(C)cc2[nH]c1=O)c1nnnn1CCOC (stereo not given),-3,6,1,-6,-8,3,-14[20 µM],4,-11
CCN(c1ccccc1)S(=O)(=O)c1cc(C(=O)OC(C)C(=O)Nc2ccc3c(c2)OCCO3)ccc1C (stereo not given),-12,0,-20,-29,-18,2,-8,2,1
CCCNC(=O)Cn1cnc2sc(C(=O)N3CCN(CCC)CC3)c(C)c2c1=O,-4,-1,-13,17,-4,-2,-10,6,-3
COC(=O)c1ccc(SC2CCCCC2)c([N+](=O)[O-])c1,-8,-2,-5,-11,-11,-1,-11[20 µM],-3,1
O=C(c1ccc(Cl)cc1)c1ccc(OCC(O)CN2CCOCC2)cc1 (stereo not given),-6,2,-10,10,-15,0,-7[20 µM],-8,-3
O=C(CSc1ncnc2c1sc1ccccc12)Nc1ccc(Br)cc1,-8,1,-5,3,-11,0,-4,-3,-5
COc1ccc(/C(=N/OC(C)=O)c2nccc3cc(OC)c(OC)cc23)cc1OC,-1,2,-17,18,-5,-5,-17,7,-13
O=S1(=O)N=C(N2CCN(Cc3ccc4c(c3)OCO4)CC2)c2ccccc21,0,1,-13,18,-4,-2,-27[20 µM],-5,2
COc1ccc(S(=O)(=O)Nc2ccc3oc(C)c(C(=O)O)c3c2)cc1,1,0,-2,-24,-9,0,-21,8,-4
CCOc1cc(OCC)cc(C(=O)NC(=S)Nc2cccc(C(F)(F)F)c2)c1,-3,/,1,-22,-9,-8,-17[20 µM],-5,-5
CC(/C=N/Nc1nc(N2CCCCC2)nc(N2CCCCC2)n1)=C\c1ccccc1,-9,2,-2,8,-4,4,-12[20 µM],1,-34
CCOc1ncccc1C(=O)OCC(=O)Nc1cc(S(=O)(=O)N(CC)CC)ccc1C,-7,-3,-1,-12,-2,-2,-26,1,-2
Cc1c(C(=O)NC2CCCc3ccccc32)oc2ccc(S(=O)(=O)N3CCCCC3)cc12 (stereo not given),-4,-2,18,30,-4,5,0,-3,7
COc1ccc(OC)c(C2C(C#N)=C(N)Oc3cc(C)[nH]c(=O)c32)c1 (stereo not given),-1,3,-6,-15,-10,-9,-18[20 µM],2,4
CCOC(=O)c1nn(-c2ccc(Cl)cc2Cl)c(=N)c(C#N)c1C,-1,-3,6,-35,-73,-15,-21,7,-13
COC(=O)c1cc(C)cc(=O)o1,-6,0,-9,-6,-3,-5,-8,5,-11
O=C(O)c1cc([N+](=O)[O-])c(NCc2cccnc2)c([N+](=O)[O-])c1,-10,22,-9,-17,-2,7,-10,5,-4
